Bioassay records: PubChem BioAssay, several laboratories
GAA850 FXN act – frataxin GAA850 promoter activation | AID 540364 | HEK293 lucGAA850 FXN promoter luciferase reporter, 24 h; percent of 10 µM SAHA response | 0.56% of 360,000 active | activation, % at 6 µM;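 active means activation above the average of all compounds screened plus 3 SD, cutoff fixed separately per campaign, cut at about 7.5% in these data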;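 further: 0% = DMSO wells and 100% = 10 µM SAHA wells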
ssDAF-12 act – activators of S. stercoralis DAF-12 nuclear receptor; HEK293 ssDAF-12/GRIP1 lit1-tk-luc reporter, luminescence; % of 3 µM dafachronic acid response; activation, % at 6.8 µM; 1% of 370,000 active;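 active means activation above the mean over all tested compounds plus 3 SD, cut at about 0.9% in these data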;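 further: 0% = DMSO-only wells and 100% = 3 µM delta7-dafachronic acid wells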
KLK7 zymogen act – activators of human kallikrein-7 zymogen; P49862; purified proKLK7, EDANS-DABCYL substrate fluorescence; 100% is mature enzyme control, 0% vehicle; activation, % at 7 µM; 0.9% of 370,000 active; AID 652039;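 active means activation above the mean of all tested compounds plus 3 SD, computed per campaign excluding outliers beyond control limits, cut at about 13% in these data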
SMARCA2 activ – activators of SMARCA2 function. MG213 cells, MMTV-luciferase reporter, dexamethasone, overnight. activation, % at 9.1 µM. 1% of 370,000 active; in the data active means activation above about 7.8%;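 further: 0% = vehicle wells and 100% = reference activator wells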
NPR2 activator – GC-B (human) receptor activation; P20594; activation, % at 10 µM; HEK293-GC-B cells, CNP EC30, cGMP TR-FRET; 0% at EC30 CNP, 100% saturating CNP; 0.11% of 370,000 active;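 active means activation at 10 µM reaching about 35% in either raw or pattern-adjusted values, limit read from the data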
Target sequence (P20594 whole entry, looked up): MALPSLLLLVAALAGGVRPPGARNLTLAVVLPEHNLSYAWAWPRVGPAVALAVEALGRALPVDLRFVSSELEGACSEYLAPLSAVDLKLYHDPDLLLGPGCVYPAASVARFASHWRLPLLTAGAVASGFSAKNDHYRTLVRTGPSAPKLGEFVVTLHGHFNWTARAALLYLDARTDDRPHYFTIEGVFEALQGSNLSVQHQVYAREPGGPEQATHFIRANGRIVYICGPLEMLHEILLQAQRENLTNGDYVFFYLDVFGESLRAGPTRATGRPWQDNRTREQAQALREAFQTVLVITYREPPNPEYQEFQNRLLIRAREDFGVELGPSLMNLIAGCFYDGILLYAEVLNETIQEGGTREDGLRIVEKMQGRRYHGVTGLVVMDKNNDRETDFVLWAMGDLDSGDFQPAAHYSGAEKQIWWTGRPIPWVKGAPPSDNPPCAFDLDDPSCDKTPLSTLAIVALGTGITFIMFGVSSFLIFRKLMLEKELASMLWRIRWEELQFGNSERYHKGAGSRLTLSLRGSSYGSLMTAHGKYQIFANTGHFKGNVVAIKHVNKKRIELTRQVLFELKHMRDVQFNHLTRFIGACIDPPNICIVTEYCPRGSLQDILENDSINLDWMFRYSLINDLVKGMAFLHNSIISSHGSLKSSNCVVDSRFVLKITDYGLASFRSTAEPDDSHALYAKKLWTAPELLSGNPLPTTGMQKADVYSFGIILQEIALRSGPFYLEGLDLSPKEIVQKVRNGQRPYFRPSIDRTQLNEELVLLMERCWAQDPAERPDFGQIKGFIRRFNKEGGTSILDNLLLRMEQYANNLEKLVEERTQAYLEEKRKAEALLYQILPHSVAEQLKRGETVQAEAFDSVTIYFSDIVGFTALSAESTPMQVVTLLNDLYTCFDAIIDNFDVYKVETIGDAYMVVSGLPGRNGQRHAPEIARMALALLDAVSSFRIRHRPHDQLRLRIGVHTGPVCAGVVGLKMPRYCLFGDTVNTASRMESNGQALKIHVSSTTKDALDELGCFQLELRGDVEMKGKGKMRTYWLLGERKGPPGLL
hgDAF12 agonist – hgDAF-12 agonism, primary luciferase screen. HEK293 GAL4-hgDAF12 UAS-luciferase reporter, agonist luminescence; normalized to butyrate control. activation, % at 6.8 µM. 1.8% of 370,000 active;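 active means activation above a cutoff set at the mean of all screened compounds plus 3 SD, cut at about 10% in these data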;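 further: 0% = DMSO wells and 100% = sodium butyrate wells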
HGIII-sPLA2 inh – Blocks human group III sPLA2 activity | Q9NZ20 | 0.56% of 370,000 active | QFRET BODIPY PC-A2 liposome hydrolysis, fluorescence | inhibition, % at 12.2 µM;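 active means inhibition above mean plus 3 SD of compounds lying within the high and low control bounds, cut at about 19% in these data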;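 further: 0% = median of test compound wells and 100% = no enzyme DMSO wells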
DAX1 inh-1 – inhibitors of human orphan nuclear receptor DAX1 (NR0B1) | AID 504766 | inhibition, % at 6.75 µM | HEK293 Gal4-DAX1 luciferase reporter, luminescence | 0.99% of 340,000 active | P51843;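 active means inhibition above the mean over all tested compounds plus 3 SD, cut at about 4.2% in these data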;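 further: 0% = DAX1-transfected cells with DMSO and 100% = empty-vector control cells with DMSO; inhibition shows as a rise in luminescence from relieved DAX1 repression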
DAX1 inh-2 – DAX1 (NR0B1) inhibition, primary screen. HEK293T StAR-luciferase reporter, SF-1/DAX-1 repression relief. inhibition, % at 6.8 µM. 1.1% of 370,000 active. AID 652010;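 active means inhibition above the mean over all tested compounds plus 3 SD, cut at about 3.6% in these data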;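 further: 0% = DAX-1 cells with DMSO and 100% = cells lacking DAX-1 with DMSO; higher inhibition means more luminescence from relief of DAX-1 repression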
GC-A act – GC-A (human) enzyme activation | P16066 | HEK293 GC-A cells, cGMP TR-FRET, EC30 ANP; 0% at EC30 ANP, 100% saturating ANP | activation, % at 10 µM | 0.14% of 370,000 active | AID 1671463; in the data active means activation above about 40%
hcDAF-12 act – activators of H. contortus DAF-12 nuclear receptor. 1.4% of 370,000 active. activation, % at 6.8 µM. HEK293 hcDAF-12 lit1-tk-luc reporter, luminescence; 0% DMSO, 100% Δ7-dafachronic acid;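 active means activation above the mean of all tested compounds plus 3 SD, cut at about 5.5% in these data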;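 further: 100% = response to 3 µM Δ7-dafachronic acid high control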
* marks the source's active call; other numbers are inactive results; . = no result given. This is a random part of the collection. Share with any hit: about 6.7%.

Results follow in this order: GAA850 FXN act | ssDAF-12 act | KLK7 zymogen act | SMARCA2 activ | NPR2 activator | hgDAF12 agonist | HGIII-sPLA2 inh | DAX1 inh-1 | DAX1 inh-2 | GC-A act | hcDAF-12 act
1: O=C(N[C@@H](Cc1ccccc1)C(=O)OCc1ccccc1)c1nc[nH]c1C(=O)N1CCNCC1
    -0.9 | -0.7 | 0.2 | -1 | 3 | 0.4 | 7 | 0.8 | -0.1 | 4 | -0.3
2: O=C1C2C(C(=O)N1/N=C/c1ccc([N+](=O)[O-])o1)C1C=CC2C12CC2 (stereo not given)
    5.1 | -1.8 | 0.0 | 6 | 2 | -2.0 | 0 | 0.1 | -0.7 | 1 | -0.3
3: CCN1CCN(C(C)C(=O)Nc2c(C)n(C)n(-c3ccccc3)c2=O)CC1 (stereo not given)
    -0.7 | -0.7 | -0.3 | -2 | 4 | 2.3 | 3 | 0.5 | 0.2 | 0 | -0.9
4: O=C1CCCc2c1nc(-c1ccccc1F)n2O
    0.5 | -0.8 | 1.4 | 0 | 2 | -1.5 | -7 | 2.6 | -0.5 | 1 | -0.7
5: O=C(CCNS(=O)(=O)c1ccccc1)OCC(=O)c1ccc[nH]1
    0.9 | -0.7 | -0.2 | -2 | 8 | 3.9 | -5 | 0.7 | 0.1 | 3 | 0.0
6: Cc1ccc(-n2c(C)c(C)c3c(NCCN(C)C)ncnc32)cc1
    2.1 | -0.5 | -0.7 | -1 | -4 | 0.4 | -10 | -0.7 | 0.3 | -8 | -1.5
7: Cc1ccc(Cl)cc1N1CCN(C(=O)c2ccc(NC3=NC4CS(=O)(=O)CC4S3)cc2)CC1 (stereo not given)
    0.2 | -1.5 | 0.4 | -5 | -3 | -1.6 | 6 | -0.1 | -0.2 | 4 | -1.7
8: Cc1cc(NC(=O)COc2ccccc2C(N)=O)no1
    5.1 | -0.4 | -0.1 | 5 | -6 | 7.4 | 11 | 4.8* | 3.0 | 0 | 0.6
9: CCOc1ccccc1NC(=O)Cn1c(C)cc(COC)c(C#N)c1=O
    -3.2 | -0.8 | 0.0 | 0 | 5 | 6.5 | 1 | 0.0 | 1.0 | 0 | -1.7
10: COc1ccc(C(=O)NNC(=O)C2CCCN(C3CC(=O)N(c4ccccc4)C3=O)C2)cc1 (stereo not given)
    -0.1 | -0.5 | -0.7 | 1 | -3 | -0.8 | -2 | -0.4 | -0.1 | 0 | 1.6
11: Cc1nn(Cc2ccc(C(=O)N3N=C(C(F)F)CC3(O)C(F)F)cc2)c(C)c1[N+](=O)[O-] (stereo not given)
    -2.3 | -1.3 | -0.6 | -2 | 1 | -3.4 | -6 | -0.2 | 0.3 | -3 | -1.2
12: CC(C)CN(C(=O)CSc1nnnn1C)C1CCS(=O)(=O)C1 (stereo not given)
    1.3 | -1.3 | 0.1 | -1 | -1 | 1.3 | -1 | 0.4 | 0.8 | -2 | -0.3
13: Cc1cc(NC(=O)c2ccc(NC(=O)C(C)C)cc2)no1
    0.5 | -0.8 | 0.1 | 0 | 4 | 1.1 | 3 | 1.1 | 0.8 | -5 | 1.8
14: CN(CCOc1ccc(Br)cc1)CC(O)c1ccccc1 (stereo not given)
    -1.3 | -1.3 | -0.2 | -1 | -4 | -1.2 | 1 | 1.2 | 0.0 | -6 | 0.1
15: CC(C)CN(C(=O)COC(=O)c1cnccn1)c1c(N)n(Cc2ccccc2)c(=O)[nH]c1=O
    -2.5 | -1.4 | -0.6 | -1 | 8 | -3.2 | 2 | 0.5 | -1.5 | 2 | -1.1
16: Cc1c(Cl)cccc1NC(=O)CSc1nc2ncc(Cl)cc2[nH]1
    1.5 | -0.9 | 0.1 | -3 | 3 | 2.0 | -6 | 0.0 | -0.8 | 2 | -1.2
17: Cc1c(NC(=O)C2CC(c3c(F)cccc3Cl)=NO2)c(=O)n(-c2ccccc2)n1C (stereo not given)
    -2.3 | -1.9 | -0.3 | 8.4* | 1 | -0.8 | 3 | 1.8 | 0.5 | -1 | -2.8
18: O=C(/C=C/c1ccc(F)cc1)Nc1ccc(S(=O)(=O)Nc2ncccn2)cc1
    1.4 | -1.5 | 0.7 | -1 | 9 | -0.4 | -11 | 0.3 | 1.5 | -1 | -0.4
19: COc1ccccc1NCCC(=O)OCC(=O)NC1CCCCC1
    -0.2 | -0.6 | 0.5 | -2 | 6 | -1.7 | 6 | -0.1 | -0.3 | 3 | -1.9
20: O=S(=O)(Nc1cccc(S(=O)(=O)N2CCOCC2)c1)c1cccs1
    1.7 | 0.0 | 0.1 | 0 | -1 | -0.9 | 1 | -0.3 | -1.8 | 0 | 0.9
21: O=C(O)COc1ccc(-c2nnn(CC(=O)O)n2)cc1
    2.4 | -1.7 | 0.0 | 1 | 3 | -0.5 | 1 | 0.5 | -0.6 | 2 | -1.9
22: COc1ccc(SCCN2CCN(C)CCC2=O)cc1
    1.3 | -1.3 | 0.1 | 0 | 3 | 0.3 | 7 | -0.1 | -0.3 | 1 | -0.8
23: CN(C(=O)CSc1nncc2ccccc12)c1ccccc1
    2.2 | -1.0 | -0.8 | -2 | -7 | 3.2 | 13 | . | 0.3 | 0 | -1.0
24: CNC(=S)Nc1cccc(C(C)=O)c1
    1.2 | -1.6 | 0.0 | -4 | -6 | 0.4 | 5 | 2.0 | -0.5 | 3 | 0.2
25: COc1ccc(NC(=O)N2CCCc3ccccc32)cc1OC
    1.1 | -0.2 | -0.1 | 4 | -1 | -2.7 | 1 | 0.7 | -1.5 | -2 | 0.8
26: CC(=O)OCC1=C(C(=O)O)N2C(=O)C(NC(=O)C(C)Cn3nc(C)c(Cl)c3C)C2SC1 (stereo not given)
    -0.4 | -1.3 | -0.2 | -2 | 2 | -1.0 | -6 | 1.3 | 0.1 | -2 | -0.7
27: CN[C@@H](CO)C(=O)NC[C@H]1O[C@@H](n2cc(C)c(=O)[nH]c2=O)C[C@@H]1O
    0.0 | -0.9 | 0.3 | -2 | -3 | 1.0 | 3 | 1.1 | 0.5 | 3 | -1.2
28: O=C(CSCc1ccccc1)NC1CCSC1=O (stereo not given)
    -2.0 | -0.6 | -0.1 | -2 | 3 | 1.4 | -5 | 1.6 | 0.2 | -1 | -0.4
29: CCOCCn1c(N(C)Cc2ccccc2)nc2c1c(=O)[nH]c(=O)n2C
    0.9 | -0.7 | -0.1 | -5 | 3 | -1.0 | 3 | -2.0 | -0.3 | 4 | -2.4
30: O=C1Nc2cc(C(=O)N3CCc4ccccc4C3)ccc2S/C1=C\c1ccccc1
    0.0 | -1.5 | -0.5 | -1 | 3 | -2.0 | -6 | -0.3 | -1.2 | 0 | -0.8

Fetched by structure from the entries so far:
Results follow in this order: GAA850 FXN act | ssDAF-12 act | KLK7 zymogen act | SMARCA2 activ | NPR2 activator | hgDAF12 agonist | HGIII-sPLA2 inh | DAX1 inh-1 | DAX1 inh-2 | GC-A act | hcDAF-12 act
20: O=S(=O)(Nc1cccc(S(=O)(=O)N2CCOCC2)c1)c1cccs1
    1.7 | 0.0 | 0.1 | 0 | -1 | -0.9 | 1 | -0.3 | -1.8 | 0 | 0.9
6: Cc1ccc(-n2c(C)c(C)c3c(NCCN(C)C)ncnc32)cc1
    2.1 | -0.5 | -0.7 | -1 | -4 | 0.4 | -10 | -0.7 | 0.3 | -8 | -1.5
12: CC(C)CN(C(=O)CSc1nnnn1C)C1CCS(=O)(=O)C1 (stereo not given)
    1.3 | -1.3 | 0.1 | -1 | -1 | 1.3 | -1 | 0.4 | 0.8 | -2 | -0.3
23: CN(C(=O)CSc1nncc2ccccc12)c1ccccc1
    2.2 | -1.0 | -0.8 | -2 | -7 | 3.2 | 13 | . | 0.3 | 0 | -1.0

Remaining list, next part.
Results follow in this order: GAA850 FXN act | ssDAF-12 act | KLK7 zymogen act | SMARCA2 activ | NPR2 activator | hgDAF12 agonist | HGIII-sPLA2 inh | DAX1 inh-1 | DAX1 inh-2 | GC-A act | hcDAF-12 act
31: COc1cccc(C2CC(c3ccccc3Cl)Nc3ncnn32)c1 (stereo not given)
    0.3 | -1.5 | 0.3 | -3 | -1 | 1.2 | 3 | -0.3 | -0.4 | 1 | -0.9
32: O=C(NCCO)c1ccc2[nH]c3c(c2c1)CCCC3
    -0.1 | -1.5 | 1.9 | 4 | 5 | 2.1 | -1 | 0.4 | 0.6 | -3 | -1.0
33: CC(=O)NC(Cc1cccc(F)c1)C(=O)NC1CCN(C(=O)c2ccc(C)cc2)CC1 (stereo not given)
    -0.2 | -0.1 | -0.7 | 0 | 3 | 1.3 | 3 | 1.8 | -0.2 | 4 | -1.7
34: CCCc1nc2ccc(C(=O)OC)cn2c1Cc1ccccc1
    . | 1.0* | -0.7 | 1 | 6 | 0.7 | 10 | . | 0.1 | 4 | 5.3
35: Cc1ccc(NC(=O)NCc2ccc3[nH]c(C)cc3c2)cc1
    0.4 | -0.6 | 0.1 | 0 | 2 | -4.3 | -2 | -2.0 | -1.0 | -2 | -1.9
36: Cc1cc(C)n(CCC(=O)N2CCc3ccccc32)n1
    0.2 | 0.3 | 0.5 | -1 | -6 | -1.1 | 0 | 0.7 | 0.1 | -8 | 6.9*
37: CCC(C)(C)NS(=O)(=O)c1cc(CN2C(=O)c3cccnc3C2=O)ccc1OC
    2.9 | -1.0 | -0.6 | 0 | 4 | 0.1 | 0 | 0.7 | 0.1 | -1 | 1.0
38: C[C@H](CO)N1C[C@H](C)[C@@H](CN(C)S(=O)(=O)c2cccs2)OCc2cnnn2CCCC1=O
    0.5 | -0.4 | -1.0 | -3 | 1 | 0.4 | 15 | 0.1 | -0.3 | -3 | 1.6
39: O=C(N/N=C/c1ccco1)C1CC1c1ccccc1 (stereo not given)
    2.7 | -1.5 | -0.1 | -1 | -2 | 0.2 | -11 | -0.7 | 0.2 | 3 | -1.4
40: O=C(Nc1ccc(S(=O)(=O)Nc2ncccn2)cc1)C1=COCCO1
    3.2 | -0.2 | -0.2 | 0 | -2 | 4.8 | -12 | 0.6 | 2.2 | -4 | 0.7
41: Cc1ccc(NC(=O)c2ccc(CN3CCc4ccccc4C3)cc2)cc1
    2.6 | -1.9 | -0.2 | -4 | 1 | -3.3 | 6 | -2.8 | -1.2 | 3 | -2.5
42: C=CCn1cc(/C=C/c2cc[n+](C)cc2)c2ccccc21
    -1.7 | -2.3 | 2.7 | -4 | -1 | -9.1 | -32 | -3.0 | -1.6 | -11 | -4.8
43: CCC(C(=O)OC)n1cnc2c(nnn2-c2cccc(OC)c2)c1=O (stereo not given)
    2.6 | 0.2 | 0.1 | 1 | -3 | 2.5 | 0 | -0.9 | -0.4 | -4 | 0.2
44: Cc1ccc(-c2cc(C(F)F)n3ncc(C(=O)N4CCN5CCCC5C4)c3n2)cc1 (stereo not given)
    1.6 | -1.2 | 9.3 | 3 | 3 | 0.1 | 0 | 1.2 | 0.0 | 8 | -2.0
45: CCOC(=O)C1=C(C)Nc2nc(C)nn2C1c1ccc(OC)c(OC)c1 (stereo not given)
    1.3 | -0.8 | -0.1 | 0 | 2 | 2.4 | 2 | 4.6* | 0.2 | 0 | 1.0
46: CCn1cc(/C=C(\NC(=O)c2ccccc2)C(=O)NCCCN2CCOCC2)c2ccccc21
    0.4 | -0.1 | -0.3 | -1 | -1 | 2.7 | 4 | -0.1 | -0.4 | 3 | -0.9
